PG9 binder = PG9 antibody binding by small molecule; TR-FRET gp120-PG9 antibody binding; inhibition, % at 6.7 µM; hit rate 0.43% among 360,000; AID 624416; in the data active = inhibition above about 8.5%
PLC-beta3 inh = blocks human PLC-beta3 enzyme activity; Q01970; Purified PLC-beta3, fluorogenic substrate, fluorescence; inhibition, % at 12.2 µM; hit rate 0.18% among 370,000; AID 720704; in the data active = inhibition above about 11%;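 also: 0% = median of compound wells on plate and 100% = full blocker control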
Target sequence (Q01970 whole entry, looked up): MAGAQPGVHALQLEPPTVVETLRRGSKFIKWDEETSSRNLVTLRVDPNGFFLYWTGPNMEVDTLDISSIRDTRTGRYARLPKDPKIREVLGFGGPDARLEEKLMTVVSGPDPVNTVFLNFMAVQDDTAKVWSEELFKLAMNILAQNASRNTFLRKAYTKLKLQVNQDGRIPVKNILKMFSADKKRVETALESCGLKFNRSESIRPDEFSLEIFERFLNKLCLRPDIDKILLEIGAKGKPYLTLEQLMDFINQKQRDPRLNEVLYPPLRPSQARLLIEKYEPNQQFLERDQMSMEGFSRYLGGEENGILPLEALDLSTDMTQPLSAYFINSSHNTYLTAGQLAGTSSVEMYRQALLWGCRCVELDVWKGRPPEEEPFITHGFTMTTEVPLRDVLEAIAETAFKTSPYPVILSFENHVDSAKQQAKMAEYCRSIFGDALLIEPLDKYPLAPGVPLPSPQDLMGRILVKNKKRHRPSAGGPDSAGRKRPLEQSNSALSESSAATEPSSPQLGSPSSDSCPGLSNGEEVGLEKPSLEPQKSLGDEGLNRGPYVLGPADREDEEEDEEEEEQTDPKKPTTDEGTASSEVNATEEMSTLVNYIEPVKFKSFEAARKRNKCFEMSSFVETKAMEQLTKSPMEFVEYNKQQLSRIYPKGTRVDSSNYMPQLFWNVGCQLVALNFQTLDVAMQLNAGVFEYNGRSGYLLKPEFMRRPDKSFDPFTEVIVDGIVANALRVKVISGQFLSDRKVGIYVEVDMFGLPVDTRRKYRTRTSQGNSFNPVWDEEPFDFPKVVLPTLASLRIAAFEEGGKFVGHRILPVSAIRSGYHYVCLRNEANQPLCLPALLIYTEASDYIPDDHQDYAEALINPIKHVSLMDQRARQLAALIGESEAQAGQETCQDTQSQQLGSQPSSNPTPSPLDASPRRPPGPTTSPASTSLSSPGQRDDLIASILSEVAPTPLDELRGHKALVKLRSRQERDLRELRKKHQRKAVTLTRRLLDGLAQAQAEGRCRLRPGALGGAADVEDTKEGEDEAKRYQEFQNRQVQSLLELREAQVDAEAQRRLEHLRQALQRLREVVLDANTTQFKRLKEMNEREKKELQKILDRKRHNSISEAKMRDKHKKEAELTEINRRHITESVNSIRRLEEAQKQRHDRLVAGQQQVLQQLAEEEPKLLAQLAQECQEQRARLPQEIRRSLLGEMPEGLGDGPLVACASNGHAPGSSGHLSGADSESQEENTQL
hgDAF12 agonist = agonists of H. glycines DAF-12 nuclear receptor; HEK293 GAL4-hgDAF12 UAS-luciferase reporter, agonist luminescence; normalized to butyrate control; hit rate 1.8% among 370,000; activation, % at 6.8 µM; AID 687014;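 active = activation above a cutoff set at the mean of all screened compounds plus 3 SD, cut at about 10% in these data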;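 also: 0% = DMSO wells and 100% = sodium butyrate wells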
Rev-erbA mod = modulates human Rev-erb alpha binding to DNA. activity, % at 10 µM. hit rate 0.79% among 370,000. Rev-erbα–FITC-DNA binding, fluorescence polarization, 90 min. P20393;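 active = activity above about 14%, limit read from the data; passing the limit was not always enough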;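 also: 0% = DMSO wells with 35 nM protein and 100% = DMSO wells with 750 nM protein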
DAX1 inh-1 = NR0B1 (DAX1) inhibition; hit rate 0.99% among 340,000; HEK293 Gal4-DAX1 luciferase reporter, luminescence; P51843; inhibition, % at 6.75 µM; AID 504766;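 active = inhibition above the mean over all tested compounds plus 3 SD, cut at about 4.2% in these data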;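 also: 0% = DAX1-transfected cells with DMSO and 100% = empty-vector control cells with DMSO; inhibition shows as a rise in luminescence from relieved DAX1 repression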
DAX1 inh-2 = blocks DAX1 repression of SF-1 activated StAR promoter. hit rate 1.1% among 370,000. HEK293T StAR-luciferase reporter, SF-1/DAX-1 repression relief. inhibition, % at 6.8 µM. AID 652010;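 active = inhibition above the mean over all tested compounds plus 3 SD, cut at about 3.6% in these data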;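 also: 0% = DAX-1 cells with DMSO and 100% = cells lacking DAX-1 with DMSO; higher inhibition means more luminescence from relief of DAX-1 repression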
SMARCA2 activ = increases SMARCA2 function in MMTV reporter cells | MG213 cells, MMTV-luciferase reporter, dexamethasone, overnight | activation, % at 9.1 µM | hit rate 1% among 370,000 | AID 652017; in the data active = activation above about 7.8%;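 also: 0% = vehicle wells and 100% = reference activator wells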
hcDAF12 agonist = H. contortus DAF-12 activation, primary screen | HEK293 hcDAF-12 lit1-tk-luc reporter, luminescence; 0% DMSO, 100% Δ7-dafachronic acid | activation, % at 6.8 µM | hit rate 1.4% among 370,000 | AID 652067;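 active = activation above the mean of all tested compounds plus 3 SD, cut at about 5.5% in these data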;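 also: 100% = response to 3 µM Δ7-dafachronic acid high control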
GAA850 FXN act = activators of GAA850 frataxin (FXN) promoter; HEK293 lucGAA850 FXN promoter luciferase reporter, 24 h; percent of 10 µM SAHA response; AID 540364; hit rate 0.56% among 360,000; activation, % at 6 µM;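 active = activation above the average of all compounds screened plus 3 SD, cutoff fixed separately per campaign, cut at about 7.5% in these data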;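 also: 0% = DMSO wells and 100% = 10 µM SAHA wells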
ssDAF12 agonist = S. stercoralis DAF-12 activation, primary screen. HEK293 ssDAF-12/GRIP1 lit1-tk-luc reporter, luminescence; % of 3 µM dafachronic acid response. activation, % at 6.8 µM. hit rate 1% among 370,000. AID 652126;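 active = activation above the mean over all tested compounds plus 3 SD, cut at about 0.9% in these data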;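 also: 0% = DMSO-only wells and 100% = 3 µM delta7-dafachronic acid wells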
HGIII-sPLA2 inh = Blocks human group III sPLA2 activity; hit rate 0.56% among 370,000; inhibition, % at 12.2 µM; QFRET BODIPY PC-A2 liposome hydrolysis, fluorescence; Q9NZ20;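 active = inhibition above mean plus 3 SD of compounds lying within the high and low control bounds, cut at about 19% in these data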;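 also: 0% = median of test compound wells and 100% = no enzyme DMSO wells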
* marks the source's active call; other numbers are inactive results; . = not tested or not shown. No enrichment for hits (roughly 7% active in at least one column).

SMILES	PG9 binder	PLC-beta3 inh	hgDAF12 agonist	Rev-erbA mod	DAX1 inh-1	DAX1 inh-2	SMARCA2 activ	hcDAF12 agonist	GAA850 FXN act	ssDAF12 agonist	HGIII-sPLA2 inh
COc1cc(SC)ccc1C(=O)Nc1cc(C)c(OCC(=O)N2CCOCC2)c(C)c1	-0.7	-1	2.4	2	0.6	-3.3	1	-3.9	3.7	-1.6	-15
COc1cccc(-n2c(C)nc3c(cnn3-c3ccc(Cl)cc3)c2=O)c1	-0.4	3	-2.1	-2	-1.4	0.2	-4	0.8	-0.5	-0.9	6
Cc1cc(=O)n2nc(N3CCCC(C(=O)NC(C)c4ccccc4)C3)sc2n1 (stereo unspecified)	0.1	1	-3.0	-2	-0.7	-0.3	-1	-0.8	-1.1	-1.1	3
Cc1cccc(NC(=O)[C@@H]2CCCN2C(=O)OC(C)(C)C)c1C	-2.4	-3	-1.8	-3	-0.7	-0.1	-3	-1.0	-0.9	-1.0	0
CCOc1ccccc1Nc1nnc(SCC(=O)NC(Cc2c[nH]c3ccccc23)C(=O)O)s1 (stereo unspecified)	-1.0	-3	1.4	-2	3.3	-0.1	1	1.8	0.8	0.7	-54
O=C(CN1CCN(Cc2ccccc2)CC1)Nc1nc2ccccc2s1	-1.3	-5	2.1	1	0.1	-0.4	0	1.1	0.1	-0.8	-4
CC(=O)c1ccc(-c2ccc(-c3cc(=O)oc4c(C(C)C)ccc(C)c34)cc2)cc1	1.2	5	3.2	5	-1.8	-0.4	-2	-2.5	0.5	-1.1	-1
CCN(CC)S(=O)(=O)c1ccc2oc(C(=O)N3CCCCCC3)c(C)c2c1	1.4	0	-0.7	4	-0.5	-1.1	-3	-3.0	3.5	-1.7	-2
O=C(Oc1cc(=O)oc2ccccc12)c1cccnc1Cl	-0.9	-3	0.4	0	0.7	-0.6	0	1.6	1.9	-0.9	0
Cc1ccc2c(c1)C(=O)C(=O)N2CCOc1ccccc1	-0.5	-11	1.9	-5	3.9	0.5	2	-0.5	1.5	-0.3	25*
CCOC(=O)[C@]12CCCCC/C=C\1N(Cc1ccc(OC)cc1)C(=O)[C@H]2CC(=O)N1CCN(C(=O)c2ccco2)CC1	.	-3	-0.1	-2	.	-0.9	-4	-3.9	.	-1.3	-1
COc1ccc(-c2nc3ccccn3c2/N=C/c2ccc(OC)c(OC)c2)cc1O	-26	-184	0.4	-3	-0.7	0.4	-2	1.6	3.3	-2.0	1
COC(=O)C1CCCCN1C(=O)c1cc(COc2cccc3cnccc23)on1 (stereo unspecified)	-1.3	-61	-4.8	1	-3.6	-8.5	-5	-5.0	-3.5	-2.2	-2
COc1ccc(CCN2CCC(CN3C(=S)NC[C@@H]3Cc3ccccc3)CC2)cc1OC	-0.4	2	-0.3	-1	.	-0.9	3	-0.1	.	-0.7	-11
COc1ccc(CN2CCN(CCCc3ccccc3)CC2)c(OC)c1	0.3	2	0.4	-2	.	0.1	-2	-2.4	.	-1.1	-2
COc1ccc(OC)c(C(C)NC(C)=O)c1 (stereo unspecified)	1.5	-3	-0.6	0	-0.2	0.2	-2	-0.5	3.2	-1.6	1
CCN(CC)c1ccc(C(=O)NNC(=O)CCc2nc3ccccc3c(=O)[nH]2)cc1	-0.9	-8	1.4	2	2.2	2.4	-2	1.7	-0.3	-1.2	-3
CCCC(c1nnnn1C(C)(C)CC)N(CCCO)Cc1cc2cc(C)cc(C)c2[nH]c1=O (stereo unspecified)	-2.7	-180	-3.0	-2	0.5	-0.7	1	0.6	2.5	-0.7	-4
Cc1ccc(C(=O)COC(=O)CN2C(=O)C3C4CCC(C4)C3C2=O)cc1C (stereo unspecified)	-0.1	-10	0.6	0	1.2	1.0	1	-0.1	0.2	-1.1	-4
CCCS(=O)(=O)NC(=O)C1(C)CCN1C(=O)Cc1ccc(Cl)cc1Cl (stereo unspecified)	1.1	3	-1.6	1	.	1.4	-3	-0.2	0.2	-1.1	-6
S=c1[nH]nc(-c2cccnc2)n1C1CCCCC1	-2.3	4	-2.5	-2	0.4	0.3	0	-3.3	3.2	-0.8	9
O=C(CC(C(=O)O)c1cccc(Cl)c1)c1ccccc1 (stereo unspecified)	0.5	-7	-2.1	4	0.1	0.0	3	-1.4	-0.5	-1.2	0
CC(C)c1ccc(NC(=O)C2CCCN2S(=O)(=O)c2ccccc2F)cc1 (stereo unspecified)	0.6	-11	0.2	1	-0.2	-3.1	-2	0.0	2.4	-0.1	0
COc1ccccc1NS(=O)(=O)c1ccc2oc(=S)[nH]c2c1	0.3	-4	0.2	-3	0.4	0.7	-3	-1.6	-1.7	-1.0	-2
Cc1ccc(S(=O)(=O)N2CCN(C(=O)CC(C)n3cncn3)CC2)cc1 (stereo unspecified)	-0.6	-5	0.6	4	-0.9	0.0	-2	1.2	-0.4	-0.5	3

Next part.
SMILES	PG9 binder	PLC-beta3 inh	hgDAF12 agonist	Rev-erbA mod	DAX1 inh-1	DAX1 inh-2	SMARCA2 activ	hcDAF12 agonist	GAA850 FXN act	ssDAF12 agonist	HGIII-sPLA2 inh
O=C(Nc1ccc([N+](=O)[O-])cc1)c1ccccc1	-0.3	-4	4.5	5	0.8	0.1	2	-1.2	4.7	-0.6	2
COc1ccc(C2N(Cc3ccccc3)CC(=O)N2/N=C(\C)c2ccccc2)cc1 (stereo unspecified)	-0.7	6	0.1	-4	1.1	0.6	-2	-0.7	5.7	0.6	4
CN(C)CCCCOc1ccccc1-c1ccccc1	-1.9	9	3.3	-2	0.4	0.3	-4	-0.8	2.5	-0.8	-16
COC(=O)Cn1c(C)nc2ccccc21	0.0	4	0.8	2	-0.6	0.2	-3	-1.7	-0.9	-1.3	11
O=C(NCc1ccccc1)c1ccc(S(=O)(=O)N2CCCC2)cc1	-1.3	3	1.3	-2	0.7	0.7	1	-0.1	-0.9	-1.0	7
Cc1cc(=O)oc2c(N)c(O)ccc12	-6.5	-62	0.4	-2	3.1	-0.2	0	0.1	0.3	-0.5	16
c1cncc(-c2nc3ccccc3s2)c1	-0.5	-5	5.5	-6	-0.5	1.1	3	1.8	7.7*	-0.7	6
O=C(NC1CCCC1)c1cccc(S(=O)(=O)N2CCCC2)c1	0.6	-2	-1.5	-4	-0.5	-0.1	-1	-0.2	0.1	-1.1	4
COc1ccc(S(=O)(=O)N(C)[C@H]2C[C@H]3c4cc(N5CCN(C)CC5)ccc4CCN3C(=O)[C@H]2[C@H](C)O)cc1	1.0	-47	0.2	-4	0.1	0.0	-5	0.0	-2.7	-1.1	7
CN(C(=O)c1ccc(NC(=O)Cc2ccc(NC(=O)C3CCCN(S(=O)(=O)c4cccc([N+](=O)[O-])c4)C3)cc2)cc1)C1CCCC1 (stereo unspecified)	1.0	4	-2.6	7	-1.2	-1.6	-2	0.0	0.9	-1.6	-17
OC(COCc1ccccc1)COCc1ccccc1	-0.9	-9	-0.6	0	-1.4	1.2	-3	-0.7	-0.4	-1.2	14
CC(C)(C)C(=O)NC(C(N)=O)=C(Cl)Cl	0.1	1	-0.6	0	-1.1	0.3	0	-2.4	-0.1	-1.1	3
COc1ccc(Nc2nc(NC(C)C)nc3ccsc23)cc1OC	-0.2	-19	-7.3	2	.	-4.4	-7	-3.3	-1.7	-1.8	2
CCCCN(CC)S(=O)(=O)c1ccccc1	0.9	3	2.9	-2	-0.6	-0.8	-2	2.2	0.4	-1.5	1
O=C(N/N=C/c1ccccn1)c1ccc(Br)o1	-2.0	-1	8.0	-1	1.9	1.9	0	-0.5	2.1	-0.1	-1
Clc1cccc(CN2CCN(c3ncccn3)CC2)c1Cl	1.4	-5	-0.5	0	0.5	-0.8	-3	-4.0	0.9	-1.2	-3
CC(C)(C)NC(=O)C1CCCN(S(=O)(=O)c2ccc(-n3cnnn3)cc2)C1 (stereo unspecified)	-2.8	-3	-1.0	-5	0.3	0.4	0	-0.4	-0.2	-1.1	-6
O=C(CN1CCN(c2ccccc2)CC1)NCc1ccc(F)cc1	-3.0	-8	0.3	8	0.3	0.2	-5	2.1	1.1	-1.0	12
Cc1ccc(S(=O)(=O)N2[C@H](CC(=O)c3ccc(F)cc3)OC[C@@H]2C)cc1	-0.4	6	-2.1	9	.	-0.3	-2	-1.0	.	-0.8	1
Cc1ccc(S(=O)(=O)N(Cc2ccc(Cl)cc2)c2ccccc2C(=O)O)cc1	-0.8	-5	-0.1	6	-0.7	0.1	1	-1.3	2.2	-1.0	-12
Cc1cc2nc(-c3ccccc3)c(Cc3ccsc3)n2c(C)c1Br	-1.6	-46	5.8	5	.	-0.3	-1	2.2	.	2.0*	1
CC1CC2(CCCCC2)N2C(=O)C(=O)c3cccc1c32 (stereo unspecified)	0.0	-2	-4.3	-1	-1.6	-0.5	-3	-2.2	2.5	-1.4	16
N#Cc1c(NCCCO)nc(-c2ccccc2)c2c1CCCC2	-0.6	-443	-3.6	0	1.1	0.2	0	-0.5	0.3	-1.2	-11
CC(=NCc1ccccc1)C1=C(O)COC1=O	1.8	2	0.9	0	0.1	1.1	0	-0.3	-0.6	-0.8	1
Cn1c(=O)c2c(SCC(=O)N3CCCc4ccccc43)nc(C3CC3)nc2n(C)c1=O	0.6	-3	-2.5	0	0.7	0.2	-3	1.5	-2.0	-1.1	7
OC(c1ccc(F)c(F)c1)c1nc(-c2cc(F)cc(F)c2)cs1 (stereo unspecified)	3.0	-2	-1.4	6	.	-1.2	-3	0.3	1.1	-1.0	10
CCC(C)(C)NC(=O)c1ccc2c(c1)N(CC(=O)NC1CCCC1)C(=O)C(C)(C)O2	0.5	-2	-0.9	2	0.9	0.0	-2	-0.6	-0.9	-1.2	-1
CCC(C)n1c(SCC(=O)NC2CCCC2)nc2ccccc2c1=O (stereo unspecified)	0.1	-7	-2.6	7	-0.8	-1.0	-1	-0.6	0.5	-1.1	14
CC(Oc1ccc2c3c(c(=O)oc2c1)CCC3)C(=O)NCC1CCC(C(=O)O)CC1 (stereo unspecified)	1.0	-12	-1.4	7	4.7*	0.8	2	-0.1	-0.6	-0.4	1

Some of the entries so far, with bars between the fields.
SMILES | PG9 binder | PLC-beta3 inh | hgDAF12 agonist | Rev-erbA mod | DAX1 inh-1 | DAX1 inh-2 | SMARCA2 activ | hcDAF12 agonist | GAA850 FXN act | ssDAF12 agonist | HGIII-sPLA2 inh
O=C(Nc1ccc([N+](=O)[O-])cc1)c1ccccc1 | -0.3 | -4 | 4.5 | 5 | 0.8 | 0.1 | 2 | -1.2 | 4.7 | -0.6 | 2
COc1ccc(C2N(Cc3ccccc3)CC(=O)N2/N=C(\C)c2ccccc2)cc1 (stereo unspecified) | -0.7 | 6 | 0.1 | -4 | 1.1 | 0.6 | -2 | -0.7 | 5.7 | 0.6 | 4
CN(C)CCCCOc1ccccc1-c1ccccc1 | -1.9 | 9 | 3.3 | -2 | 0.4 | 0.3 | -4 | -0.8 | 2.5 | -0.8 | -16
COC(=O)Cn1c(C)nc2ccccc21 | 0.0 | 4 | 0.8 | 2 | -0.6 | 0.2 | -3 | -1.7 | -0.9 | -1.3 | 11
O=C(NCc1ccccc1)c1ccc(S(=O)(=O)N2CCCC2)cc1 | -1.3 | 3 | 1.3 | -2 | 0.7 | 0.7 | 1 | -0.1 | -0.9 | -1.0 | 7
Cc1cc(=O)oc2c(N)c(O)ccc12 | -6.5 | -62 | 0.4 | -2 | 3.1 | -0.2 | 0 | 0.1 | 0.3 | -0.5 | 16
